Screens deposited in PubChem by Broad Institute.
esBAF inh – SWI/SNF esBAF complex inhibition | mouse ES cells, Bmi1-luciferase knock-in reporter, 24 h; 100% = twice the neutral-well signal | actives 2% (n = 350,000) | reporter increase, % at 12.5 µM; in the data active = activation above about 40%;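 also: 0% = median of the plate's neutral control wells and 100% = double that signal; a rise in the Bmi1 reporter signal indicates esBAF inhibition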
ERp5 block – inhibitors of human ERp5; Q15084; inhibition, % at 9.99 µM; actives 0.05% (n = 350,000); ERp5 insulin aggregation, absorbance 650 nm, 90 min; AID 651711;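 active = mean replicate inhibition above about 25%, with every replicate also reaching it, limit read from the data, passing the limit was not always enough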
Target sequence (Q15084 whole entry, looked up): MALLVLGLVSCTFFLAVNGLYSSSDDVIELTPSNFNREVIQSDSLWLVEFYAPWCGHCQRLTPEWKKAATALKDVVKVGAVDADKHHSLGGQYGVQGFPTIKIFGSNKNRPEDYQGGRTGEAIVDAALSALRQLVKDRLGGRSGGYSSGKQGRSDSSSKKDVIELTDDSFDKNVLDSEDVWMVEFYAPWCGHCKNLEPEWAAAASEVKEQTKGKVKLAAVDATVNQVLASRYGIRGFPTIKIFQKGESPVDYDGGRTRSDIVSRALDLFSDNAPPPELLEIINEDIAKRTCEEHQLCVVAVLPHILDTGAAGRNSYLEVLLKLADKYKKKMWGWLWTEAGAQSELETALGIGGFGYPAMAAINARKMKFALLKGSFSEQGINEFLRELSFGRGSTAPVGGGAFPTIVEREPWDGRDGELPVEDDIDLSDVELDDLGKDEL
SIRT5 block – inhibitors of human sirtuin-5 desuccinylase. Q9NXA8. Purified SirT5, succinyl-peptide AMC, trypsin-coupled fluorescence. inhibition, % at 15 µM. actives 1.1% (n = 330,000); in the data active = inhibition above about 15%
Target sequence (Q9NXA8 whole entry, looked up): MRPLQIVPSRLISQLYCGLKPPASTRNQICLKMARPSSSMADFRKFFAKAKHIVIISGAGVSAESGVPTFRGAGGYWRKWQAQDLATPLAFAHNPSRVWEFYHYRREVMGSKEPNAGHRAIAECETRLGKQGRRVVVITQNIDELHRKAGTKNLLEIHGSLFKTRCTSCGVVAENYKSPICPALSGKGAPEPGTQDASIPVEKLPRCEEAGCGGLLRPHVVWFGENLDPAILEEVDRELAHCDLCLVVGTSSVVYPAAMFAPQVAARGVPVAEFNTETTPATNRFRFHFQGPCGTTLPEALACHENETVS
C2C12 statin – suppressors of simvastatin-induced myotoxicity in C2C12 myotubes. ATP luminescence, 48 h; scaled: DMSO 0, geranylgeraniol control 100. rescue of ATP level, % at 7.49 µM. actives 0.78% (n = 330,000). AID 602340;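 active = mean ATP rescue above about 67%, or every replicate alone reaching that limit, limit read from the data, passing the limit was not always enough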;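 also: myotubes were challenged with 10 µM simvastatin during compound exposure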
miR122 inh – blocks miR-122 activity in Huh7 sensor cells | AID 602342 | actives 0.3% (n = 340,000) | Huh7 miR-122 Renilla luciferase sensor, 48 h; neutral wells = 0, positive control = 100 | activation (reporter increase), % at 12.5 µM;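 active = mean replicate activation score at least 90 and every replicate individually at or above 90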;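 also: higher luciferase means less miR-122 activity so hits act as miR-122 inhibitors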
ARNT-TACC3 inh – disrupts binding between human ARNT and TACC3; inhibition, % at 9.99 µM; actives 0.66% (n = 390,000); AlphaScreen His-ARNT PAS-B/GST-TACC3 binding, luminescence; TACC3 fragment carries E629A point mutation;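 active = mean inhibition of replicates at least 50% and at least half of replicates each reaching 50%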;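 also: 0% = complete ARNT plus TACC3 wells and 100% = ARNT alone without TACC3; many hits fall short of the cut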
Cneo AK release – Cryptococcus neoformans lysis via adenylate kinase release; C. neoformans lysis, adenylate kinase release luminescence, 4 h; normalised: neutral wells 0, clomiphene wells 100; lysis activity, % at 15 µM; actives 0.2% (n = 360,000); AID 651654;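 active = mean lysis activity across replicates of at least 80%, whatever share of replicates individually reach that level; inactive = mean lysis activity below 80%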
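read-out = cell lysis signal | test system = log-phase Cryptococcus neoformans yeast cells | input = cells at 5 × 10^6 per mL | medium = fresh YPD growth medium | signal = luminescent adenylate kinase detection reagent | timing = 4 h at 37 °C static, read 1 h later | dosing = single dose | controls = Clomiphene as positive lysis control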
An asterisk follows results filed as active; . = not tested or not shown; & = joins results of further samples; [ ] = another dose, or the depositor's remark.

SMILES	esBAF inh	ERp5 block	SIRT5 block	C2C12 statin	miR122 inh	ARNT-TACC3 inh	Cneo AK release
CCOc1ccccc1C(=O)N/N=C/c1coc2ccc(C)cc2c1=O	-7	2	-2	-5	.	-6	-1
C[C@@H]1CN([C@@H](C)CO)C(=O)CCCn2nncc2CO[C@H]1CN(C)Cc1ccc2c(c1)OCCN2C	-11&-2	20	5	1&9	-2&50[16.7 µM]	0	-3
CCOC(=O)/C(C(C)=O)=C1/OC(=O)c2ccccc21	-2	-1	-3	-2	-5	-4	3
CNC(=O)C[C@@H]1CC[C@H]2[C@H](COc3ccc(NC(=O)NC(C)C)cc3C(=O)N2C)O1	1	.	.	-3	10[16.7 µM]	-5	2
CC(C)NC(=O)N1C[C@@H]2[C@H](c3ccccc31)[C@@H](CO)N2C(=O)Nc1ccc(F)cc1	2	-2	0	-3	10[16.7 µM]	-8	-4
C[C@H](CO)N1C[C@H](C)[C@H](CN(C)C)OCc2ccccc2-c2ccccc2C1=O	2	-3	-4	-7	.	-11	-5
N#Cc1ccc(C(=O)CSc2n[nH]c(=O)n2-c2cccnc2)cc1	.	2	5	.	6	.	-2
CC(=O)Nc1cc(-c2cccc(F)c2)cn2c(-c3ccccc3)cnc12	4	1	.	-2	4	.	4
CCN1CCN(CCOc2ccccc2OCc2ccccc2)CC1	.	1	-6	.	.	0	.
Cc1ncc([N+](=O)[O-])n1CC(=O)Nc1ccc(F)c(F)c1	1	3	1	-1	.	-11	-1
Cc1ccc(S(=O)(=O)N(C)C[C@H]2OCCCC[C@@H](C)Oc3ccc(NS(=O)(=O)c4ccccc4)cc3C(=O)N([C@H](C)CO)C[C@@H]2C)cc1	-3	2	7	7	6[16.7 µM]	-19	1
CC=Cc1ccc2n(c1=O)C[C@H]1[C@H](CO)[C@@H](C(=O)Nc3nccs3)N(C(=O)CC)[C@@H]21 (mixture of isomers)	-6	2	-1	11	.	2	-2
C/C(=N/NC(=O)c1cccc(N2CCCC2=O)c1)c1ccncc1	.	3	0	.	.	0	.
Cc1ccc(C(=O)c2c3ccc([N+](=O)[O-])cc3[n+]([O-])n2CCC(N)=O)cc1	.	1	.	.	-3	0	-1
CCn1ncc(C2=NOC(C(=O)NCc3ccc(Cl)cc3)C2)c1C (stereo unspecified)	-4	.	.	-89	28	-1	-1
CC(C)(C)OC(=O)N[C@H]1C=C[C@@H](OC(=O)CC(=O)OCC(F)(F)F)C1	-2	-6	4	10	1	-2	0
C[C@@H]1CN([C@@H](C)CO)C(=O)c2cc(NC(=O)Cn3cnnn3)ccc2O[C@H]1CN(C)C(=O)Nc1ccccc1	-3	9	0	.	3[16.7 µM]	-7	-1
O=C(CSc1nccc(=O)[nH]1)Nc1ccc(N2CCOCC2)cc1	.	-13	2	.	4	-5	0
COc1ccc(S(=O)(=O)Nc2ccc3c(c2)C(=O)N([C@@H](C)CO)C[C@@H](C)[C@@H](CN(C)S(C)(=O)=O)O3)cc1	-1	-3	2	.	-5[16.7 µM]	.	2
Cc1ccc(CNC(=O)C(=O)NCCC2CCCCN2S(=O)(=O)c2ccccc2)cc1 (stereo unspecified)	-5	-1	-5	-10	0	1	0
O=C(c1ccc(Cl)c(S(=O)(=O)N2CCOCC2)c1)N(Cc1ccco1)Cc1cccs1	.	3	-2	3	18	2	-1
CCN1CCN(C(=O)C2CCN(S(=O)(=O)c3ccc4c(c3)NC(=O)C(C)S4)CC2)CC1 (stereo unspecified)	3	8	-2	-6	0	-18	7
C[C@@H]1CCCCO[C@H](CN(C)Cc2ccc(C(F)(F)F)cc2)[C@H](C)CN([C@H](C)CO)C(=O)c2cc(NC(=O)CCCN(C)C)ccc2O1	2	-1	-7	.	-14[16.7 µM]	2	4
C=CCNS(=O)(=O)c1sccc1/C=N/O	-6	.	.	-6	81	-14	-2
COC(=O)C[C@H]1CC[C@H]2[C@H](COc3ccc(NC(=O)Nc4cccc(F)c4)cc3C(=O)N2C)O1	1	3	-1	-2	-8[16.7 µM]	-2	-1

Entries of single compounds as entered above. Order of values: esBAF inh, ERp5 block, SIRT5 block, C2C12 statin, miR122 inh, ARNT-TACC3 inh, Cneo AK release
`CC=Cc1ccc2n(c1=O)C[C@H]1[C@H](CO)[C@@H](C(=O)Nc3nccs3)N(C(=O)CC)[C@@H]21` (mixture of isomers) is listed with -6, 2, -1, 11, ., 2, -2
`C[C@@H]1CCCCO[C@H](CN(C)Cc2ccc(C(F)(F)F)cc2)[C@H](C)CN([C@H](C)CO)C(=O)c2cc(NC(=O)CCCN(C)C)ccc2O1` is listed with 2, -1, -7, ., -14[16.7 µM], 2, 4
`C[C@@H]1CN([C@@H](C)CO)C(=O)CCCn2nncc2CO[C@H]1CN(C)Cc1ccc2c(c1)OCCN2C` is listed with -11&-2, 20, 5, 1&9, -2&50[16.7 µM], 0, -3

Other records.
SMILES	esBAF inh	ERp5 block	SIRT5 block	C2C12 statin	miR122 inh	ARNT-TACC3 inh	Cneo AK release
COc1ccc(S(=O)(=O)N(C)C[C@H]2Oc3cc(C#CC4CCCC4)ccc3S(=O)(=O)N([C@@H](C)CO)C[C@@H]2C)cc1	8	6	25*	-74	27[16.7 µM]	-3	-9
CCN(CC)CCCNC(=O)c1[nH]c(C)c(C(=O)NC2CCCCC2)c1C	5	.	.	-3	-2	1	-2
Cc1ccc(S(=O)(=O)N(C)C[C@H]2Oc3ccc(NS(=O)(=O)c4cn(C)cn4)cc3CC(=O)N([C@H](C)CO)C[C@@H]2C)cc1	2	.	.	0	3[16.7 µM]	.	.
COCCCNC(=O)CCc1nc(-c2ccccc2)no1	-10	.	.	15	-1	-1	0
CC[n+]1c(/C=C2\Sc3ccccc3N2C)ccc2cccc(C)c21	.	-8	5	.	.	16	-8
Nc1cccc(-c2c[nH]c3ncc(-c4cccnc4)cc23)c1	-10	.	.	-86	6	-1	1
CCOC(=O)c1cc(C#N)c(N2CCN(C)CC2)nc1-c1ccccc1	4	-3	-1	3	-3	3	1
CCCOc1ccc(CNC(=O)c2ccc3nc(N4CCOCC4)sc3c2)cc1	-2	0	.	10	9	-1	-7
C[C@H]1CN([C@@H](C)CO)C(=O)c2cc(C#CCN(C)C)cnc2O[C@@H]1CN(C)C(=O)c1cccnc1	2	-1	-2	16	-6[16.7 µM]	-2	-1
Cc1ccc(S(=O)(=O)NCC(=O)N2CCc3ccccc3C2)cc1	-8	6	-4	2	-3	0	1
COc1ccc(NC(=O)N(C)C[C@H]2Oc3ccc(NC(=O)Nc4c(C)noc4C)cc3CC(=O)N([C@@H](C)CO)C[C@H]2C)cc1	-4	-6	-5	20	-5[16.7 µM]	3	2
FC(F)Oc1ccc(NC(=S)NCc2cccnc2)cc1	.	18	-1	.	.	-1	.
Cc1ccc(CNC(=O)C2CCCN(S(=O)(=O)c3c(C)noc3C)C2)cc1 (stereo unspecified)	14	.	.	23	-7	14	1
Cc1ccc(C)c(N2CCN(C(=O)c3ccc(N4CCOCC4)c([N+](=O)[O-])c3)CC2)c1	-4	-17	2	-1	.	.	1
Cc1ccc(C(=O)NC(Cc2cccc(F)c2)C(=O)O)cc1 (stereo unspecified)	-3	1	-3	0	-9	-13	0
CCc1ccc(N2NC(=O)/C(=C/C=C/c3ccco3)C2=O)cc1	.	6	-3	.	.	-2	.
COc1ccccc1NCCC(=O)OCC(=O)Nc1ccccc1Cl	-2	-3	-1	3	-1	1	2
Cc1occc1C(=O)N/N=C/C1=C(N2CCOCC2)C(=C/c2ccc(Cl)cc2Cl)/CC1	.	-1	.	-18	0	-7	0
Cc1cc(N2CCN(C(=O)c3ccco3)CC2)nc(-c2ccccc2)n1	-5	.	.	15	-10	5	-3
CC(C)=CCC/C(C)=C/CNC(=O)C[C@H]1C[C@H](C(=O)N2CCCCC2)[C@@]2(CCc3ccccc3)c3[nH]c4cc(CCC(=O)N(C)C)ccc4c3CCN2C1=O	52*	13	-2	12	.	.	-3
CCOc1ccccc1C(=O)Nc1nnc(SCC(=O)Nc2cc(C)on2)s1	.	-1	-2	.	.	-4	.
C[C@H]1CN([C@@H](C)CO)C(=O)c2cc(NC(=O)Cc3ccccc3)ccc2O[C@H]1CN(C)S(C)(=O)=O	-2	0	-1	-6	-4[16.7 µM]	-5	-6
C=CCn1c(SCC(=O)N(CC)c2c(N)n(Cc3ccccc3)c(=O)[nH]c2=O)nnc1-c1ccccc1OC	-1	3	-2	9	.	2	1
CCOc1ccc(CN2CCN(C(=O)c3cccc4ccccc34)CC2)cc1	0	3	-1	13	-10	-6	0
O=C(Cn1cnc2c(cnn2-c2ccc(F)cc2)c1=O)N1CCCc2ccccc21	.	.	.	.	0	-1	-1
Further results
SMILES	esBAF inh	ERp5 block	SIRT5 block	C2C12 statin	miR122 inh	ARNT-TACC3 inh	Cneo AK release
CCOC(=O)C(Cc1ccccc1)NS(=O)(=O)c1ccc(NC(C)=O)cc1 (stereo unspecified)	-3	.	.	-24	-3	-8	4
COc1ccc(CN2C(=O)CCCc3ccccc32)cc1	.	5	-1	.	2	0	.
CCOC(=O)c1ccc(S(=O)(=O)NNc2ccc(C(F)(F)F)cn2)cc1	-5	0	-3	3	.	2	1
COc1ccc(-c2coc3cc(OC)ccc3c2=O)cc1	7	-2	7	7	0	32	-9
COc1ccc(/C=N/n2nnnc2N)c(OC)c1	13	0	-1	-1	1	12	-2
Cc1cccnc1NC(=O)C1c2ccccc2Oc2ccccc21	.	2	0	.	-5	.	-1
Cn1ccc(C(=O)Nc2cccnc2Cl)n1	.	3	-1	.	1	1	0
CC(OC(=O)CSc1ccc([N+](=O)[O-])cc1)C(=O)NCc1ccccc1 (stereo unspecified)	2	.	.	3	.	-3	4
Cc1onc(-c2ccccc2Cl)c1C(=O)OCC(=O)c1ccccc1	8	-2	-4	24	.	0	-3
Cc1cccc(OCCC(=O)Nc2ccccc2C(N)=O)c1	10	3	-2	-28	-1	1	0
O=C(C[C@H]1CC[C@H]2[C@@H](COC[C@H](O)CN2Cc2nccs2)O1)N1CCC(Cc2ccccc2)CC1	6	.	.	-2	0[16.7 µM]	17	2
C=CCn1c(Cc2cccs2)nnc1SCC(=O)Nc1ccc(OC)c(OC)c1	9	.	.	1	-8	21	1
CN(C)S(=O)(=O)c1ccc(C(=O)NCC(=O)N/N=C/c2cccs2)cc1	.	3	-1	.	-3	1	0
COC(=O)c1ccc(CNc2ccc(C(C)=O)cc2)cc1	16	-4	8	4	-1	.	2
Cn1c(CNC(=O)CNC(=O)Cc2ccccc2)cc(=O)n(C)c1=O	-6	5	2	24	-5	3	-1
COc1ccc(NC(=O)N(C)C[C@H]2OCCCC[C@@H](C)Oc3ccc(NC(=O)Nc4c(C)noc4C)cc3C(=O)N([C@H](C)CO)C[C@H]2C)cc1	4	1	0	3	5[16.7 µM]	4	5
CC(=O)/C(C(=N)N1CCN(C(c2ccccc2)c2ccccc2)CC1)=C(\C)O	-4	.	.	0	12	-4	2
CN(C)c1ccc(-c2ccnc3c2CC(C)(C(=O)Nc2cccc(Oc4ccccc4)c2)O3)cc1 (stereo unspecified)	-3	-1	-4	5	2	.	0
COc1ccc(NC(=O)NC2(C(=O)N3CCCC(C)C3)CCCCC2)cc1 (stereo unspecified)	5	2	0	-4	-5	-14	0
COc1ccc(CNC(=O)C2CCCN2C(=O)NCc2ccccc2)cc1 (stereo unspecified)	-1	0	-2	8	.	4	-1
C[C@H](O)C#Cc1cnc2c(c1)C(=O)N([C@H](C)CO)C[C@@H](C)[C@@H](CN(C)C(=O)c1ccncc1)O2	8	-1	-4	3	2[16.7 µM]	2	-7
Cc1cc(-c2ccccc2)[nH]c(=O)c1S(=O)(=O)c1ccc(Cl)cc1	-1	.	.	1	2	-1	-6
O=C1c2ccccc2C(=O)N1CCOc1cccc(Br)c1	41*	4	-4	-7	-2	-29	-3
CN(Cc1ccccc1)C(=O)COC(=O)C1CCN(S(=O)(=O)c2cccs2)CC1	.	0	1	.	-4	.	.
CCOc1ccc(CCNC(=O)COC(=O)c2cc(=O)[nH]c3ccccc23)cc1OCC	2	-1	1	2	.	-1	2
CC1CCCCC1NC(=O)CCn1c(=O)sc2ccccc21 (stereo unspecified)	2	14	-1	6	-2	0	-1
Cc1ccc2[nH]c(=O)c(CN(Cc3cccs3)C(=S)NCC3CCCO3)cc2c1 (stereo unspecified)	.	.	.	.	10	-4	-1
